CFTR F508del cor = F508del CFTR correction, initial screen, CFBE line, single point. CFBE cells, YFP halide quenching; stimulated with forskolin plus potentiator P3; % fluorescence drop versus neutral controls. activity (quench increase), % at 7.58 µM. 0.36% of 350,000 active. AID 720511, 2013;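 active = mean added fluorescence quench of at least 8% versus neutral control, with both replicates also reaching 8%; inconclusive = only one of the mean or replicate conditions met; inactive = mean below 8% and not both replicates reaching 8%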;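 also: cells transiently co-express mutant CFTR-F508del with the halide-sensitive YFP; corrector assay measuring rescue of mutant channel to the surface after 24 h compound exposure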
ERAP1 HTS inh = human ERAP1 aminopeptidase inhibitors, primary screen, biochemical, single point, plate reader; Endoplasmic reticulum aminopeptidase 1 (Homo sapiens), Q9NZ08; recombinant ERAP1, Leu-AMC fluorescence, 60 min; inhibition, % at 10.7 µM; 0.15% of 340,000 active; AID 652197, 2013;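 active = mean replicate inhibition of at least 30%, or all replicates individually reaching that 30% level; inactive = mean below 30% and not every replicate reaching it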;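 also: 0% = neutral control wells and 100% = L-leucinethiol positive control wells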
DENV2 CPE rescue = inhibitors of DENV2 cytopathic effect, primary screen, cell-based, plate reader, single concentration; DENV2-infected cells, cytopathic effect rescue; CPE inhibition, % at 9.99 µM; 1.7% of 350,000 active; in the data active = CPE inhibition above about 20%, passing the limit was not always enough; inconclusive = no clear call, values can overlap the other calls; tested in BHK-21 cells;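 also: 0% = median of neutral control wells and 100% = median of positive control wells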
Casp6 inh = human caspase-6 inhibitors, primary screen, biochemical, VEID-R110 fluorescence, single point, set 2; inhibition, % at 12.5 µM; purified caspase-6, Z-VEID-R110 cleavage fluorescence; 0.53% of 350,000 active;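 active = mean inhibition across replicates at least about 35%, with every replicate also reaching that limit, limit read from the data; inconclusive = only one of the two criteria met; inactive = neither criterion met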;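 also: 0% = median of neutral control wells and 100% = no fluorescence left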
Target sequence (P55212 24-179 limits assumed): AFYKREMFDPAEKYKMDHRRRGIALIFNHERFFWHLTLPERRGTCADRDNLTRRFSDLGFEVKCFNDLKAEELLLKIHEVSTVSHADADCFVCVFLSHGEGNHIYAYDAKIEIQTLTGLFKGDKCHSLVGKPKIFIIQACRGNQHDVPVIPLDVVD
Target sequence (P55212 194-293 limits assumed): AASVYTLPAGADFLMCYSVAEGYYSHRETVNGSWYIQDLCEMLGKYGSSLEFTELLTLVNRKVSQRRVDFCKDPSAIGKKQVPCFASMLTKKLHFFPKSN
miR122 inh = miR-122 Renilla sensor signal increase in Huh7, primary screen, miR-122 inhibitor project, cell-based, single point, plate reader; activation (reporter increase), % at 12.5 µM; Huh7 miR-122 Renilla luciferase sensor, 48 h; neutral wells = 0, positive control = 100; 0.3% of 340,000 active;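 active = mean replicate activation score at least 90 and every replicate individually at or above 90; inconclusive = only one of the two criteria met; inactive = neither criterion met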;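 also: higher luciferase means less miR-122 activity so hits act as miR-122 inhibitors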
ERp5 block = inhibitors of ERp5-driven insulin aggregation, primary screen, biochemical, turbidity, absorbance 650 nm, single point. 90 min. inhibition, % at 9.99 µM. 0.05% of 350,000 active;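 active = mean replicate inhibition above about 25%, with every replicate also reaching it, limit read from the data, passing the limit was not always enough; inconclusive = only one of those two criteria met; inactive = neither criterion met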
Target sequence (Q15084 whole entry, looked up): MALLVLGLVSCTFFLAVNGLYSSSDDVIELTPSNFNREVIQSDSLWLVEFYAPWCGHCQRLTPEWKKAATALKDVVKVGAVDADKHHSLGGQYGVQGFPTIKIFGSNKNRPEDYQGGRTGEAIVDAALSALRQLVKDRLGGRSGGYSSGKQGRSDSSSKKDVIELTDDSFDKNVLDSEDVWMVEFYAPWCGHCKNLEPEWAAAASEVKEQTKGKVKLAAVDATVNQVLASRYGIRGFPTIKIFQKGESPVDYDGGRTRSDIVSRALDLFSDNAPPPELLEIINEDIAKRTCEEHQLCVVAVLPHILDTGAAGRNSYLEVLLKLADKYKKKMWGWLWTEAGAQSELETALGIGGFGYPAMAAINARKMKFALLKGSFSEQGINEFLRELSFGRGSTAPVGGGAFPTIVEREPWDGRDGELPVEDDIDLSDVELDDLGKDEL
SIRT5 inh = SIRT5 desuccinylase inhibitors, primary screen, biochemical, fluorescence imaging, single point, set 5. 1.1% of 330,000 active. Purified SirT5, succinyl-peptide AMC, trypsin-coupled fluorescence. inhibition, % at 15 µM. AID 652115, 2013; in the data active = inhibition above about 15%; inconclusive = no clear call, values can overlap the other calls
Target sequence (Q9NXA8 whole entry, looked up): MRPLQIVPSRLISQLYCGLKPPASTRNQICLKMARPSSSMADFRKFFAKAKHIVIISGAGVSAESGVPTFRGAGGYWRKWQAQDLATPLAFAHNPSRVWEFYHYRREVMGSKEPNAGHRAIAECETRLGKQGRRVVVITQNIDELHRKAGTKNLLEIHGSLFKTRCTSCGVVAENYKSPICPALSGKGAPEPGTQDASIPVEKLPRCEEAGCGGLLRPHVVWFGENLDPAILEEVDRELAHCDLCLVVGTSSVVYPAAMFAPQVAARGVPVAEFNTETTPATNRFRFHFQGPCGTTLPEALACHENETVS
An asterisk follows results filed as active; u = inconclusive; x = no result given; [ ] = another dose, or the depositor's remark.

CFTR F508del cor	ERAP1 HTS inh	DENV2 CPE rescue	Casp6 inh	miR122 inh	ERp5 block	SIRT5 inh	molecule
-1.9	3	20	1	0[16.7 µM]	-1	0	O=C(NC[C@H]1[C@@H](c2ccccc2)[C@@H](CO)N1C(=O)C1CC1)NC1CCCC1
1.7	3	-4	0	-1[16.7 µM]	-3	7	Cc1ccc(S(=O)(=O)N(C)C[C@@H]2Oc3ncc(-c4cc5ccccc5o4)cc3C(=O)N([C@H](C)CO)C[C@@H]2C)cc1
6.8	4	-24	-2	-21[16.7 µM]	-4	3	O=C(Nc1ccc(F)cc1)N1CCCCN2[C@H](CO)[C@H](c3ccc(-c4cccc(F)c4)cc3)[C@H]2C1
-0.2	0	2	2	x	6	-3	COc1ccc(S(=O)(=O)N/N=C(/C)c2ccc(C)o2)cc1
-0.6	3	u	-1	-2[16.7 µM]	1	-5	CCNC(=O)C[C@@H]1CC[C@@H]2[C@H](COC[C@@H](O)CN2C(=O)C2CC2)O1
1.0	-4	-2	-3	-7	2	-2	CCN(CC(=O)Nc1ccccc1OC)C(=O)CCc1ccccc1
-0.9	2	9	-1	0	-15	-2	CCOC(=O)N1CCN(C(=O)C2CCCN(c3ncnc4c3sc3cccc(F)c34)C2)CC1 (configuration not stated)
-3.7	-6	-4	0	x	-4	2	CC1(C)CC2CN(C(=O)Cc3ccccc3)C(C)(C2)C1 (configuration not stated)
1.7	-2	2	-2	x	9	-1	COC(=O)c1cc(NC(=O)c2ccccc2)c(=O)oc1/C=C/Nc1ccc(Oc2ccccc2)cc1
0.0	-5	-3	1	x	-1	2	CC1CCC(NC(=O)c2ccc(-n3cncn3)c([N+](=O)[O-])c2)CC1 (configuration not stated)
-5.8	5	13	0	3	0	-3	CN(C(=O)CSc1nc(N)cc(=O)[nH]1)C1CCCCC1
6.9	-2	10	2	-2	-2	15*	Cn1nc(CSc2ccccc2)c(C=O)c1Cl
0.5	-1	-4	-1	x	-3	-1	O=C(C[C@@H]1C=C[C@H](NC(=O)C2CCC2)[C@H](CO)O1)NCc1ccccc1Cl
-0.6	2	9	-1	1[16.7 µM]	3	2	CO[C@H]1CN(C)C(=O)c2ccc(NC(C)=O)cc2OC[C@H](C)N(C(=O)C2CCCCC2)C[C@@H]1C
2.1	-1	16	2	-3[16.7 µM]	11	0	COc1ccc(S(=O)(=O)N(C)C[C@@H]2Oc3ccc(NC(=O)CCCN(C)C)cc3C(=O)N([C@H](C)CO)C[C@@H]2C)cc1
-0.9	0	-3	2	x	4	-4	Clc1cccc(Cl)c1-c1noc(CN2CCOCC2)n1
-2.0	x	-3	x	x	8	-1	CCCN1C[C@@H](C)[C@@H](OC)CN(C)C(=O)c2cc(NS(=O)(=O)c3ccccc3)ccc2OC[C@H]1C
0.7	-1	5	0	x	6	-19	O=C(O)C(Cc1ccccc1)N=C(NS(=O)(=O)c1ccccc1)c1ccccc1 (configuration not stated)
x	-1	11	6	x	-4	1	CC(=O)N1CCN(S(=O)(=O)c2cccc(C(=O)OCC(=O)NC(=O)c3cccn3C)c2)CC1
0.3	-1	-5	-2	x	-3	6	CN(C)C(=O)C[C@H]1CC[C@H](NC(=O)NC2CCCC2)[C@@H](CO)O1
3.1	-2	x	0	x	-2	-6	O=C(NCCc1csc(-c2ccccc2)n1)c1c(F)cccc1Cl
-2.6	-2	1	-3	-4	3	2	COc1cc(/C(C)=N/NC(=O)c2ccc(CSc3nncn3C)cc2)cc(OC)c1OC
-2.5	1	97*	3	3[16.7 µM]	0	0	CNC(=O)C[C@@H]1CC[C@@H]2[C@H](COc3ccc(NC(=O)c4ccc(F)c(F)c4)cc3C(=O)N2C)O1
0.9	1	7	0	-2[16.7 µM]	4	6	C[C@@H]1CN([C@@H](C)CO)C(=O)c2cc(NC(=O)Cc3cn(C)c4ccccc34)ccc2O[C@@H]1CN(C)Cc1ccc(-c2ccccc2)cc1
-1.1	2	u	0	-1	1	1	Cn1c(CC(=O)Nc2ccccc2Cl)nnc1SCC(=O)Nc1nncs1
-2.1	-1	-4	-3	-1	-2	2	CCOc1ncccc1C(=O)OCC(=O)N(CC(C)C)C1CCS(=O)(=O)C1 (configuration not stated)
-2.0	x	2	-2	0	0	x	COC(=O)/C=C/c1cc(F)ccc1S(=O)(=O)NC(C)(C)C
-2.0	-1	-5	3	x	-6	x	C=CCN=C1NC(c2ccccc2C(F)(F)F)C(C(=O)OC)=C(C)N1Cc1ccccc1C(F)(F)F (configuration not stated)
1.2	-41	1	-2	0	-1	-3	Cc1cccn2c(=O)c(/C=C(\C#N)C(=O)NC3CCS(=O)(=O)C3)c(Oc3ccccc3Cl)nc12 (configuration not stated)
-2.4	5	8	1	-4	-2	-5	CCN1C(=O)[C@H]2[C@@H](c3ccc(C(F)(F)F)cc3)N[C@]3(CCCN(Cc4ccccc4)C3=O)[C@H]2C1=O

Two neighbouring compounds already listed:
CFTR F508del cor	ERAP1 HTS inh	DENV2 CPE rescue	Casp6 inh	miR122 inh	ERp5 block	SIRT5 inh	molecule
-2.6	-2	1	-3	-4	3	2	COc1cc(/C(C)=N/NC(=O)c2ccc(CSc3nncn3C)cc2)cc(OC)c1OC
-2.5	1	97*	3	3[16.7 µM]	0	0	CNC(=O)C[C@@H]1CC[C@@H]2[C@H](COc3ccc(NC(=O)c4ccc(F)c(F)c4)cc3C(=O)N2C)O1

Going on with the list:
CFTR F508del cor	ERAP1 HTS inh	DENV2 CPE rescue	Casp6 inh	miR122 inh	ERp5 block	SIRT5 inh	molecule
2.1	-2	0	3	x	2	1	Cc1cc(C(=O)COC(=O)C2CC2)c(C)n1-c1ccc(F)cc1
1.2	1	-2	1	-4	2	2	O=C(NCCc1ccccc1F)C1CC(O)CN1C(=O)Nc1ccccc1 (configuration not stated)
-0.7	-2	2	-18	1	1	-2	CCN(CC)CCNC(=O)c1cccc(NC(=O)C(=O)c2ccccc2NC(C)=O)c1
3.1	1	1	0	1	4	-6	O=C(c1ccoc1)N1CCC2(CCCN(Cc3ccc(F)c(F)c3)C2)C1 (configuration not stated)
-0.1	3	1	-4	3	-16	0	Cn1c(=O)c2c(ncn2CC(=O)OCC(=O)c2ccc(F)c(F)c2)n(C)c1=O
-2.0	0	-5	-1	5	-3	0	Cn1c(CC(=O)Nc2ccccc2F)nnc1SCC(=O)Nc1nncs1
-0.9	-3	6	2	x	-5	-4	O=C(Cc1cccs1)NCc1cccc(C(F)(F)F)c1
1.1	8	-2	3	5[16.7 µM]	1	4	COc1ccc(S(=O)(=O)N(C)C[C@@H]2Oc3ncc(-c4ccncc4)cc3C(=O)N([C@H](C)CO)C[C@@H]2C)cc1
-0.3	2	-3	0	-6	2	-9	O=C(Nc1ccc2c(c1)OCCO2)c1ccccn1
1.8	0	3	-2	1	1	1	COc1cc(/C=C2\SC(=S)N(CC(=O)NC(C)(C)C)C2=O)cc(OC)c1OC
-2.8	-1	-1	1	x	3	-2	COc1ccc(OC)c(C(C)NS(=O)(=O)c2cccs2)c1 (configuration not stated)
0.5	-5	-6	0	6	4	1	CSCCC(NC(=O)c1ccccc1Br)C(=O)NCc1ccc(F)cc1 (configuration not stated)
0.0	1	5	5	x	-1	-2	CCN=C1NC(c2cccc(Cl)c2)C(C(=O)OC)=C(C)N1Cc1ccc(C(F)(F)F)cc1 (configuration not stated)
3.0	x	7	x	x	-3	-7	CO[C@@H]1CN(C)C(=O)c2cc(NC(=O)Cc3ccccc3)ccc2OC[C@H](C)NC[C@H]1C
x	-3	-1	2	-5	2	x	CCc1ccc(C(=O)/C=C/NCc2ccc(F)cc2)cc1
2.1	0	1	-4	3	4	-1	CCOC(=O)c1ccccc1NC(=O)C1CSC2(C)CCC(=O)N12 (configuration not stated)
x	1	-1	5	-2	3	-2	Cc1ccccc1N=C1N=C(N)c2ccccc21
-1.1	x	-1	-1	-2	4	-12	COc1cc(C(=O)NC(=S)NNC(=O)[C@H]2C[C@@H]2c2ccccc2)cc(OC)c1OC
2.1	0	-6	-1	-1[16.7 µM]	-3	4	CC(=O)N(C)C[C@@H]1Oc2ncc(C#Cc3ccccc3)cc2C(=O)N([C@H](C)CO)C[C@H]1C
x	9	-3	59*	4	6	-6	O=C(CCS(=O)(=O)c1ccc(Br)cc1)Nc1cc(F)ccc1F
1.6	2	3	3	7	-1	1	Cc1cc(C)c(NS(=O)(=O)c2ccc3c(c2)NC(=O)CCS3)c(C)c1
1.0	x	5	-3	-3	-2	1	Cc1ccc[n+](CC(=O)c2ccc(NC(=O)c3ccccc3)cc2)c1C
1.0	-1	16	1	x	-6	0	Cc1ccc(S(=O)(=O)N[C@@H]2CC[C@@H](CCn3cc(-c4cccnc4)nn3)O[C@@H]2CO)cc1
6.2	x	-2	-15	-2	3	1	O=S1(=O)C[C@H](N2CCN(CC3CC3)CC2)[C@@H](COCc2ccccc2)N1
0.6	0	-4	1	-6	4	-1	Cc1cccc(C)c1C(O)c1ncc(-c2ccccc2Cl)[nH]1 (configuration not stated)
-1.4	-1	-4	-3	0	-1	2	COc1ccc2[nH]c(C(=O)N3CCN(C)CC3)c(C)c2c1
2.8	x	2	1	x	-4	0	O=C1c2ccccc2C(c2nnnn2-c2ccc3c(c2)OCCO3)N1CCc1ccc(O)cc1 (configuration not stated)
-0.8	5	4	0	1	1	11	COC(=O)c1cc(Br)cn1S(=O)(=O)c1ccccc1
x	1	x	-2	x	2	-1	CSc1nnc(-c2ccc(Cl)cc2Cl)o1
-0.9	1	2	0	5	2	-3	COc1ccc(C(CC(=O)NCc2ccccc2)C(C)C)cc1 (configuration not stated)

The closing four records of the section above lead into the next:
CFTR F508del cor	ERAP1 HTS inh	DENV2 CPE rescue	Casp6 inh	miR122 inh	ERp5 block	SIRT5 inh	molecule
2.8	x	2	1	x	-4	0	O=C1c2ccccc2C(c2nnnn2-c2ccc3c(c2)OCCO3)N1CCc1ccc(O)cc1 (configuration not stated)
-0.8	5	4	0	1	1	11	COC(=O)c1cc(Br)cn1S(=O)(=O)c1ccccc1
x	1	x	-2	x	2	-1	CSc1nnc(-c2ccc(Cl)cc2Cl)o1
-0.9	1	2	0	5	2	-3	COc1ccc(C(CC(=O)NCc2ccccc2)C(C)C)cc1 (configuration not stated)
-6.7	1	3	0	x	0	-2	CN(C)C(CNC(=O)c1oc2ccccc2c1CSc1ncn[nH]1)c1ccco1 (configuration not stated)
-3.0	-1	15	-1	x	-4	-4	COc1ccccc1OCCn1nc2ccccc2c1OC
-2.2	-1	4	-2	-3	-5	8	O=C1NC(=Nc2ccccc2Br)SC1(CO)CO
3.2	-3	17	-5	-3	3	x	COc1cccc(-c2ccc(NC(=O)C3CCCN(Cc4cccc(C)n4)C3)cc2)c1 (configuration not stated)
2.1	-1	9	-2	x	-2	-25	COc1ccc(-c2ccc3n(c2=O)C[C@@H]2[C@@H](CO)[C@H](C(=O)NCCN4CCCCC4)N(C)[C@H]32)cc1
2.9	-1	7	-1	-1	-5	-10	CCOC(=O)C1CCCN(c2oc(-c3ccc(OC)cc3)nc2C#N)C1 (configuration not stated)
-1.6	-2	-3	-1	0	-1	-2	O=C(c1ccccc1)N1CCN(CC(O)COc2cccc3ccccc23)CC1 (configuration not stated)
-2.7	-4	-2	-2	-4	8	2	COc1cc(NC(=O)COc2ccccc2Cl)ccc1NC(=O)C(C)C
1.3	0	1	1	3[16.7 µM]	2	2	Cc1ccc(S(=O)(=O)N2C[C@H](O)COC[C@H]3O[C@H](CC(=O)NCCN4CCCCC4)CC[C@@H]32)cc1
-0.8	1	-11	0	-2	2	-3	Clc1ccc(-c2nsc(N3CCOCC3)n2)c(Cl)c1
-3.4	1	41*	0	-8	5	-2	COc1ccc(Nc2ccc(S(=O)(=O)N3CCCCC3)cc2[N+](=O)[O-])cc1Cl
-1.6	5	-5	-2	x	2	-3	COc1ccc(NC(=S)/N=C(\N)Nc2nc(C)c3ccccc3n2)cc1
